# Assay outcomes (PubChem)
# KCNK9 block: KCNK9 potassium channel inhibitors, primary screen, HEK293 cells, thallium flux | Potassium channel subfamily K member 9 (Homo sapiens), Q9NPC2 | FluxOR thallium flux fluorescence; stronger effect = lower value | B-score at 10 µM | AID 488922, 2010 | hit rate 1.2% among 310,000;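 active means ratio B-score over 3 SD below the library mean, with starting fluorescence within 5 SD of its mean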;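 further: negative B-score means less thallium flux so channel inhibition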
# KCNK3 inh: human KCNK3 channel inhibitors, primary screen, CHO cells, FluxOR thallium flux, B-score; AID 602410, 2012; hit rate 0.84% among 340,000; Potassium channel subfamily K member 3 (Homo sapiens), O14649; B-score at 10 µM; FluxOR fluorescence; stronger effect = lower value;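 active means B-score under library mean minus 4 SD, starting fluorescence ratio at most library mean plus 5 SD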;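 further: more negative B-score means stronger inhibition of thallium flux through KCNK3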
# Target sequence (O14649 whole entry, looked up): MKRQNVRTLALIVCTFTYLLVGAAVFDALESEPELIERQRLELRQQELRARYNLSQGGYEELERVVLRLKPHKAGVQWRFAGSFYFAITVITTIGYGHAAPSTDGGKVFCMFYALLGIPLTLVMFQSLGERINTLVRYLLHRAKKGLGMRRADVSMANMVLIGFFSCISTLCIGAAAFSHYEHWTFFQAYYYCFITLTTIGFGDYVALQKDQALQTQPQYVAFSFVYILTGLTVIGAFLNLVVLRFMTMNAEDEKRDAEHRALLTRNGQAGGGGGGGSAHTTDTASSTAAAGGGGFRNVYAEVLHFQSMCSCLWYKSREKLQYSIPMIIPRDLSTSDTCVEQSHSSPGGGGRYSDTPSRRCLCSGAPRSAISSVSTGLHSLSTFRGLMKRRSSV
# ANO1 activ: TMEM16A chloride channel activators or potentiators, primary screen, cell-based, HTS. Anoctamin-1 (Mus musculus), Q8BHY3. HEK293 TMEM16A/YFP-H148Q/I152L, iodide quench fluorescence; stronger effect = lower value. B-score at 10 µM. hit rate 0.3% among 340,000;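 active means fluorescence-ratio B-score plate-corrected deviation score at least 3 library SD below zero, with starting fluorescence score within 5 deviations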;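 further: channel opened by trigger with iodide after compound preincubation; score built on the fluorescence ratio of max minus min over baseline; more negative score means more quench and so TMEM16A activation or potentiation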
# RGS4 act: RGS4 potentiators or activators, primary screen, cell-based, HEK293 M3R inducible RGS4, calcium flux; AID 463111, 2010; carbachol calcium flux Fluo4; stronger effect = lower value; B-score at 10 µM; hit rate 0.92% among 310,000;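 active means B-score of the integrated calcium signal more than 4 SD below the library mean, with starting fluorescence not abnormally high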;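 further: negative B-score means reduced calcium response which marks RGS4 activation or potentiation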
#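 Assay system: Inducible-RGS4 HEK293 cells carrying M3 receptor | Schedule: Compound preincubation 20 min at room temperature before agonist | Signal: Kinetic calcium fluorescence imaging with Fluo4-AM dye, 2 µM | Read-out basis: B score from integrated fluorescence ratio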
# hERG protect: hERG rescue from dofetilide block, primary screen, cell-based, CHO-hERG, FluxOR thallium flux, dofetilide IC70. dofetilide IC70 present. activation (rescue from dofetilide block), less the hit threshold, % at 10 µM. hit rate 0.51% among 310,000;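 active means activation above the mean of controls blocked by dofetilide plus 5 SD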;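 further: thallium influx through hERG after potassium depolarization seen as dye fluorescence rise; in these data hits start at about 4.7%; inactives centre near -7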
# TMEM16A inh: TMEM16A chloride channel inhibitors, primary screen, cell-based, HTS | Anoctamin-1 (Mus musculus), Q8BHY3 | HEK293 TMEM16A/YFP iodide influx fluorescence, ionomycin | normalized B-score (activity score, 25-100; higher = stronger inhibition) at 10 µM | hit rate 1.2% among 310,000 | AID 588511, 2011;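 active means ratio plate-corrected score three or more library SD toward inhibition, starting fluorescence score within five deviations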;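 further: score derived from kinetic fluorescence span divided by baseline fluorescence per well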
# KCNQ1 block: inhibitors of human KCNQ1 channel, primary screen, cell-based, thallium flux, high-throughput. Potassium voltage-gated channel subfamily KQT member 1 (Homo sapiens), P51787. CHO-K1 KCNQ1, FluxOR thallium flux fluorescence; stronger effect = higher value. B-score at 10 µM. hit rate 1.3% among 310,000;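 active means compounds whose thallium flux B-score, printed positive for inhibition, exceeds three library SD while starting fluorescence stays within three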;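 further: channel opened by potassium depolarization with thallium stimulus after 20 min compound exposure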
# Target sequence (P51787 whole entry, looked up): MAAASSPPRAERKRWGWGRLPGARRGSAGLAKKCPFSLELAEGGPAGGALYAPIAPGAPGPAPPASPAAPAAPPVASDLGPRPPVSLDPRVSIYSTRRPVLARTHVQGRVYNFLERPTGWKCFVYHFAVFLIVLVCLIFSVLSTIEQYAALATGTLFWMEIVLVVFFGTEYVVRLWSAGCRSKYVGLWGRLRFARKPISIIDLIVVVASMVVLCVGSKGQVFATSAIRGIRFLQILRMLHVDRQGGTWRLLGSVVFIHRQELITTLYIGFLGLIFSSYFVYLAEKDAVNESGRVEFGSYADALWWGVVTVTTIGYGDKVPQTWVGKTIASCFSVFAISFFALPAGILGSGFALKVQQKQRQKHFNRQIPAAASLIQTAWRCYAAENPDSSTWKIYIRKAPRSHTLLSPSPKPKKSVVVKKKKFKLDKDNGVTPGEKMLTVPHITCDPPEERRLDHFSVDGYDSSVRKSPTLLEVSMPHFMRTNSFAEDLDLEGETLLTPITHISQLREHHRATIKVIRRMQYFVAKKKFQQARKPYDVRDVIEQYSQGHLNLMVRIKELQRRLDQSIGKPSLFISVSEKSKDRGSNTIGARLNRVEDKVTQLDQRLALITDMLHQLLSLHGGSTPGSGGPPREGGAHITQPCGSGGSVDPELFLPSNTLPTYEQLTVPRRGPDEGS
# KCNQ1 act: potentiators or activators of KCNQ1 channel, primary screen, cell-based, thallium flux, high-throughput; B-score at 10 µM; CHO-K1 KCNQ1, thallium flux FluxOR fluorescence; stronger effect = higher value; AID 2648, 2010; hit rate 0.35% among 310,000;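 active means fluorescence ratio B-score, a plate-corrected score, at least three library SD, with initial intensity B-score within 5 SD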
#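 Assay system: stable KCNQ1 CHO-K1 line; medium: assay buffer, equal DMSO in all wells; timing: 90 min dye loading and 20 min compound exposure, both at room temperature; technique: kinetic FluxOR thallium fluorescence, 10-s 1-Hz baseline, 110-s post-stimulus read; read-out basis: B score of baseline-normalized fluorescence ratio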
# RGS4 block: RGS4 inhibitors, primary screen, cell-based, HEK293 M3R inducible RGS4, calcium flux; Regulator of G-protein signaling 4 (Homo sapiens), P49798; Fluo-4 calcium flux; stronger effect = higher value; triggered by carbachol at its EC20; B-score at 10 µM; hit rate 0.45% among 310,000;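 active means B-score, a plate-corrected calcium signal, over three deviations above library mean, with baseline fluorescence within five deviations of library mean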;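 further: RGS4 expression induced by doxycycline in cells with stable M3 receptor; B-score is computed from the integrated fluorescence ratio over baseline after carbachol; higher B-score means a larger calcium signal and so more RGS4 inhibition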
# MrgX1 ag: agonists of human MrgX1 receptor, primary screen, HEK293 cells, Fluo-4 calcium flux | hit rate 0.44% among 310,000 | AID 588627, 2011 | Fluo-4 calcium fluorescence, agonist mode; stronger effect = higher value | B-score at 10 µM;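 active means calcium response B-score plate-corrected fluorescence ratio at least 3 library SD, with starting fluorescence B-score inside 5 SD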
#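 Material: MrgX1-expressing HEK293 cells; input: 15,000 cells per well; doses: test compound given as first of three sequential additions; schedule: overnight plating before 1 h dye loading; technique: Fluo-4 NW calcium-flux fluorescence, kinetic read; evaluation: baseline-normalised fluorescence change ratio, B-scored; control set: plate-wise positive and negative controls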
# MrgX1 PAM: positive allosteric modulators of MrgX1, primary screen, HEK293 cells, Fluo-4 calcium flux. AID 588675, 2011. hit rate 0.63% among 310,000. Mas-related G-protein coupled receptor member X1 (Homo sapiens), Q96LB2. B-score at 10 µM. FDSS; stronger effect = higher value;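 active means plate-corrected calcium response at least 3 library SD above typical, normal starting fluorescence, not activating the receptor alone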;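 further: compound read alongside a low EC10 to EC30 dose of BAM8-22 agonist; peak minus trough fluorescence over baseline measured at the second addition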
# Numbers without * were called inactive; i = inactive; x = not tested or not shown.
# Values in the order – ANO1 activ | KCNQ1 block | KCNK9 block | MrgX1 ag | hERG protect | RGS4 act | MrgX1 PAM | KCNQ1 act | RGS4 block | KCNK3 inh | TMEM16A inh
- COc1ccc(C(=O)Nc2ccccc2-c2ccccc2)cc1Cl
    i | i | i | i | -7 | i | i | i | i | i | i
- Cc1cccnc1Nc1nc(-c2ccc(F)cc2)cs1
    i | i | i | i | 0 | i | i | i | i | i | i
- C=CCNC(=S)NN(c1ccccc1)c1ccccc1
    i | i | i | i | -15 | i | i | i | i | i | i
- Cc1ccc(S(=O)(=O)NC(C)C(c2cccs2)N2CCN(C)CC2)cc1 (configuration not stated)
    i | i | i | i | -1 | i | i | i | i | i | i
- CCc1ccccc1NC(=S)NC1CC2CCCC(C1)N2Cc1cccs1 (configuration not stated)
    i | i | i | i | -14 | i | i | i | i | i | i
- CC(C)OC(=O)NC(c1ccccc1)C(Cl)(Cl)Cl (configuration not stated)
    i | i | i | i | -18 | i | i | i | i | i | i
- Cc1ccc(S(=O)(=O)N2CCN(Cc3cccc(C)c3O)CC2)cc1
    i | i | i | i | -4 | i | i | i | i | i | i
- Cc1cc(C2=NNC(=NCc3ccccc3)SC2)c(C)n1-c1c(C)n(C)n(-c2ccccc2)c1=O
    i | i | i | x | -3 | i | x | i | i | i | x
- C=C[C@H]1[C@H](OC2OC(CO)C(O)C(O)C2O)OC=C(C(=O)OC)[C@H]1C[C@H]1CC(=O)C[C@H](CC(=O)CCc2ccc(O)cc2)O1 (some centres not stated)
    x | i | i | i | -3 | i | i | i | i | x | i
- COc1ccc(CN2C(=O)NC3(CCOc4ccccc43)C2=O)cc1F (configuration not stated)
    i | i | i | i | -9 | i | i | i | i | i | i
- COc1ccc(N2CCN(C(=O)CSc3ncnc4scc(-c5ccc(C)cc5)c34)CC2)cc1
    i | i | i | i | -11 | i | i | i | i | i | i
- O=C(COc1cc(O)c2c(=O)cc(-c3ccccc3)oc2c1)c1ccccc1
    i | i | -8.7* | i | -7 | i | i | i | i | i | i
- Cc1c(NC(=O)c2cc(-n3cnnc3)ccc2Cl)cccc1-c1nc2ccccc2s1
    i | i | i | i | -6 | i | i | i | i | i | i
- CCCCN1Cc2c(nc3cc(-c4ccco4)[nH]n3c2=O)C1=O
    i | i | i | i | -5 | i | i | i | i | i | i
- COC(=O)c1sccc1-c1ccc(C(=O)Nc2ccccc2)o1
    i | i | i | i | -9 | i | i | i | i | i | i
- CN(Cc1ccco1)S(=O)(=O)c1nnc(NC(=O)c2ccccc2Cl)s1
    i | i | i | i | -11 | i | i | i | i | i | i
- O=C(CSc1nnc(SCc2ccc(Cl)cc2)s1)N/N=C/c1c(Cl)cccc1Cl
    i | i | i | i | -14 | i | i | i | i | i | i
- Cc1ccc(NC(=O)CCCN2C(=S)NC(C)(C)CC2C)cc1 (configuration not stated)
    i | i | i | i | -13 | i | i | i | i | i | i
- COc1ccc2cnn(CCOc3cc(C)ccc3C(C)C)c(=O)c2c1OC
    i | i | i | i | -16 | i | i | i | i | i | i
- CCOc1ccc(N(CC(=O)Nc2ccccc2C(=O)N2CCCC2)S(C)(=O)=O)cc1
    i | i | i | i | -5 | i | i | i | i | i | i
- CCN(CC(=O)Nc1c(F)cccc1F)C(=O)CCNC(=O)c1ccccc1OC
    i | i | i | i | -14 | i | i | i | i | i | i
- CCC(C)C1NC(=S)N(C2CCCCC2)C1=O (configuration not stated)
    i | i | i | i | -11 | i | i | i | i | i | i
- CCCOc1ccc(CCN2CCC(=O)NC2=O)cc1C
    i | i | i | i | -7 | i | i | i | i | i | i
- CC(=O)c1cccc(N=C2NC(=O)C(CO)(CO)S2)c1
    i | i | i | i | -7 | i | i | i | i | i | i
- CCCOc1ccc(C2C(C(=O)c3cc4ccccc4o3)=C(O)C(=O)N2c2cc(C)on2)cc1OC (configuration not stated)
    i | i | i | i | -4 | i | i | i | i | i | i
- CCOC(=O)Cn1cc(Cl)cc(C(=O)Nc2ccccc2)c1=O
    i | i | i | i | -2 | i | i | i | i | i | i
- Cc1ccc(NC(=O)C2CCCN(S(=O)(=O)c3ccc4c(c3)oc(=O)n4C)C2)nc1 (configuration not stated)
    i | i | i | i | -11 | i | i | i | i | i | i
- O=C1N(CCCl)c2ccc(Br)cc2C12OCCO2
    i | i | i | i | -5 | i | i | i | i | i | i
- COc1ccccc1N1CCN(C(=O)CSc2ncnc3scc(-c4ccccc4)c23)CC1
    i | i | i | i | -9 | i | i | i | i | i | i
- CCCCc1nc2cc(C(=O)NC(C)c3cnn(C)c3)ccc2o1 (configuration not stated)
    i | i | i | i | -6 | i | i | i | i | i | i
- CC(=O)NC(c1cccc([N+](=O)[O-])c1)c1ccc2cccnc2c1O (configuration not stated)
    i | i | i | i | 1 | i | i | i | i | i | i
- Cc1ccc(NC2=CC(=O)OC(C)C2)cc1 (configuration not stated)
    i | i | i | i | 2 | i | i | i | i | i | i
- COCCn1c(C)cc(/C=C(\C#N)C(=O)OC(C)C(=O)Nc2ccc(NC(C)=O)cc2)c1C (configuration not stated)
    i | i | i | i | -12 | i | i | i | i | i | i
- O=C(CSc1nc(=O)n2ccccc2n1)N1CCN(c2ccccc2)CC1
    i | i | i | i | -8 | i | i | i | i | i | i
- CCN(CC)C(=O)Cn1cc(SCC(=O)Nc2cc(C)on2)c2ccccc21
    i | i | i | i | -4 | i | i | i | i | i | i
- O=C(Cc1cccs1)N1CCN(S(=O)(=O)c2ccc(F)cc2)CC1
    i | i | i | i | -4 | i | i | i | i | i | i
- Cc1ccc(NC(=O)CS(=O)CC(=O)NCCCN(C)c2ccccc2)cc1 (configuration not stated)
    i | i | i | i | -2 | i | i | i | i | i | i
- O=C(COC(=O)c1ccc(S(=O)(=O)N2CCCC2)cc1)NCc1ccccc1
    i | i | i | i | -6 | i | i | i | i | i | i
- CC(C)SCCCOc1ccc(C(C)(C)C)cc1
    i | i | i | i | -7 | i | i | i | i | i | i
- C[C@H](NC(=O)Cc1cccc2ccccc12)C(=O)N1CCCN(C)CC1
    i | i | i | i | -9 | i | i | i | i | i | i
- CCOC(=O)C1CCCN(S(=O)(=O)CCNC(=O)c2cccc(OC)c2)C1 (configuration not stated)
    i | i | i | i | -18 | i | i | i | i | i | i
- C=CCN(CC=C)CCOc1ccccc1
    i | i | i | i | -5 | i | i | i | i | i | i
- CCCCCCn1c(SCC(=O)c2c(N)n(C)c(=O)n(C)c2=O)nc2ccccc21
    i | i | i | i | -11 | i | i | i | i | i | i
- Clc1cccc(Cl)c1/C=C/c1nc2ccccc2[nH]1
    i | 14* | i | i | -19 | i | 7.7* | i | i | -8.8* | 25*
- COc1ccc(-c2cn(Cc3ccc(C)cc3)nn2)cc1
    i | i | i | i | -7 | i | i | i | i | i | i
- COc1ccccc1CCC(=O)N1CCN(S(=O)(=O)c2cccc(F)c2)CC1
    i | i | i | i | -12 | i | i | i | i | i | i
- O=C(Nc1cccc2ncccc12)c1ccccc1[N+](=O)[O-]
    i | i | i | i | -6 | i | i | i | i | i | i
- Cc1cc(CSc2ccccc2C(=O)O)on1
    i | i | i | i | -6 | i | i | i | i | i | i
- CCNC(=O)Oc1ccc(-c2csnn2)cc1
    i | i | i | i | -4 | i | i | i | i | i | i
- CCS(=O)(=O)CCSc1nc(C)cc(C)c1C#N
    i | i | i | i | -1 | i | i | i | i | i | i
- Nc1nnnn1/N=C/c1cc(Cl)ccc1O
    i | i | i | i | -9 | i | i | i | i | i | i
- COc1ccc(N2CCN(C(=O)c3oc4ccccc4c3NC(=O)Cc3cccc(OC)c3)CC2)cc1
    i | i | i | i | -5 | i | i | i | i | i | i
- C#CCOC(=O)/C(=C/c1ccc(F)cc1)NC(C)=O
    i | i | i | i | 2 | i | i | i | i | i | i
- COc1ccc(/C=C(\C#N)C(=O)OCC(=O)Nc2ccc(-c3nc4ccc(C)cc4s3)cc2)cc1
    i | i | i | i | -11 | i | i | i | i | i | i
- Cc1cccn2c(=O)nc(SCC(=O)Nc3cccc4ccccc34)nc12
    i | i | i | i | -6 | i | i | i | i | i | i
- CCOC(=O)c1ccc(N(C(=O)c2ccco2)C(C(=O)NC2CCCC2)c2ccncc2)cc1 (configuration not stated)
    i | i | i | i | -5 | i | i | i | i | i | i
- COc1ccc2c(Cl)c(C(=O)NN3CCN(C)CC3)sc2c1
    i | i | i | i | -17 | i | i | i | i | i | i
- CCOC(=O)c1cc(C#N)c(SCC(=O)c2cc(C#N)c(SC)nc2C)nc1C
    i | i | i | i | -1 | i | i | i | i | -11* | i
- Cn1cccc1C(=O)NCC(c1ccc(F)cc1)N1CCOCC1 (configuration not stated)
    i | i | i | i | -5 | i | i | i | i | i | i
- Cc1ccsc1/C=C1\SC(N2CCOCC2)=NC1=O
    i | i | i | i | -1 | i | i | i | i | i | i
- Cc1ccc(-n2nc(CC#N)c(C#N)c2N)cc1
    i | i | i | i | -6 | i | i | i | i | i | i
- O=C(Cc1ccccc1)N/N=C/c1cc(Br)cc(Cl)c1O
    i | i | i | i | -11 | i | i | i | i | i | i

# An unsorted share of the library. About 6.3% of those tested had a hit in this group.
